Bioassay records: PubChem, NCI
sgs1 mgt1 = NCI yeast anticancer drug screen, S. cerevisiae sgs1 mgt1 strain; growth inhibition, % at 50 µM; 78,000 tested, 10% active; AID 161;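 note: 0% = growth of vehicle-only cultures of the same strain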
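Test agents were incubated with a DNA-repair-mutant yeast strain. Growth was then read and compared against vehicle-treated controls.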
yeast bub3 = NCI yeast anticancer drug screen, S. cerevisiae bub3 mutant strain; % growth inhibition at 50 µM; 78,000 tested, 9.9% active; AID 167;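 note: 0% = growth of vehicle-only cultures of the same strain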
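Screening used yeast with an engineered genetic alteration affecting cell cycle control. Compound-exposed cultures were compared with vehicle cultures, and reduced growth was taken as inhibition.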
mec2-1 = NCI yeast anticancer drug screen, S. cerevisiae mec2-1 strain; % growth inhibition at 50 µM; AID 157; 79,000 tested, 9% active;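 note: 0% = growth of vehicle-only cultures of the same strain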
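Using mec2-1 yeast: add compound, measure growth, express inhibition versus vehicle-treated cultures.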
mlh1 rad18 = NCI yeast anticancer drug screen, S. cerevisiae mlh1 rad18 strain. growth inhibition, % at 50 µM. 79,000 tested, 11% active;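 note: 0% = growth of vehicle-only cultures of the same strain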
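Cells of a genetically altered yeast strain, deficient in DNA damage repair, were treated with compound. Their growth was then compared with that of vehicle-treated cultures to give inhibition.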
yeast rad50 = NCI yeast anticancer drug screen, S. cerevisiae rad50 strain. % growth inhibition at 50 µM. 79,000 tested, 10% active. AID 155;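 note: 0% = growth of vehicle-only cultures of the same strain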
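Genetically altered yeast (DNA repair pathway); compound treatment; growth inhibition vs vehicle ctrl.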
yeast cln2 rad14 = NCI yeast anticancer drug screen, S. cerevisiae cln2 rad14 strain. % growth inhibition at 50 µM. 78,000 tested, 8.3% active. AID 165;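 note: 0% = growth of vehicle-only cultures of the same strain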
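Test compounds were added to cln2 rad14 yeast cultures; inhibition of growth was then determined by comparison with vehicle treatment.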
* marks the source's active call; other numbers are inactive results. Cut-off read from the data, not from the text of the source: active = growth inhibition above about 70%; inactive = the rest.

SMILES | sgs1 mgt1 | yeast bub3 | mec2-1 | mlh1 rad18 | yeast rad50 | yeast cln2 rad14
Nc1nc(N)c(N=Nc2cccc(Cl)c2Cl)c(=O)[nH]1 | -11 | 3 | 5 | 6 | 22 | 3
CS(=O)(=O)OCC(CCl)(CCl)CCl | 0 | -3 | 1 | -1 | -4 | 3
Nc1c(N2CCOCC2)c(=O)nc2[nH]/c(=C\c3ccccc3)c(=O)n12 | 5 | 8 | -21 | -47 | 8 | 22
COC(=O)[C@]1(C)CCC[C@]2(C)c3ccc(C(C)C)cc3C(=O)[C@@H](Br)[C@@H]12 | 64 | 82* | 52 | 72* | 74* | 22
CCCCCSc1nc2ncnc(N)c2[nH]1 | 2 | -6 | -3 | -14 | 6 | 29
CC(C)(C)/C=N/Nc1ccc([N+](=O)[O-])cc1[N+](=O)[O-] | 0 | 12 | 15 | -13 | 26 | -40
Oc1cccc(/C=C/c2ccncc2)c1 | 66 | 64 | 38 | 66 | 75* | 26
O=S1(=O)OCCOS(=O)(=O)C1S(=O)(=O)c1cccc2ccccc12 | 13 | -3 | -6 | 27 | -19 | -9
O=C(OC1CCCCC1)C(=O)OC1CCCCC1 | 1 | -5 | -2 | 14 | 3 | -37
COc1ccc2ccccc2c1C1=NC(C)(C)CO1 | 3 | -4 | -19 | -17 | -7 | 18
Cc1nc2nncn2c(=O)[nH]1 | 32 | 6 | 0 | 18 | 9 | 15
CC(C)CCC[C@@H](C)[C@H]1CC[C@H]2[C@@H]3CC[C@H]4C[C@H](N[C@@H]5CC[C@@]6(C)[C@@H](CC[C@@H]7[C@@H]6CC[C@]6(C)[C@@H]([C@H](C)CCCC(C)C)CC[C@@H]76)C5)CC[C@]4(C)[C@H]3CC[C@]12C | 47 | 15 | 19 | 37 | 55 | -3
Cc1cccc(Cl)c1O | 24 | -8 | -7 | 18 | 30 | -24
COc1cc2c3c(c1)[nH]c(=S)n3C(=O)CS2 | -57 | -19 | -30 | -41 | -19 | -17
CS(=O)Cc1cc(-c2ccccc2)no1 (centres undefined) | 1 | 7 | 18 | 5 | -1 | -14
CC(=O)OCC(OC(C)=O)C1OC(OCc2ccccc2)C(OC(C)=O)C(OC(C)=O)C1OC(C)=O (centres undefined) | -18 | -3 | -4 | -6 | -10 | 44
NC1=C(O)c2cccc3cccc(c23)C1=O | 12 | 9 | 12 | 16 | 10 | 2
O=CC(C(=O)O)N1C(=O)c2ccccc2C1=O (centres undefined) | 15 | -22 | 3 | -15 | -6 | 23
Cc1n[nH]c(=O)c(N)c1-c1cc(-c2ccccc2)n[nH]1 | 28 | 23 | 17 | 29 | 37 | 23
NC1=C(Cl)C(=O)c2ccccc2C1=O | 98* | 96* | 94* | 96* | 98* | 79*
O=C(NNC(=O)c1ccc2ccccc2c1)c1ccc(Br)cc1 | 0 | -2 | -13 | -9 | 2 | -45
CCCC(C)(CC)C(=O)O (centres undefined) | 14 | 2 | -15 | 35 | 7 | -10
O=C(Cc1ccccc1CCO)NCCc1ccccc1 | -33 | -22 | 2 | -15 | 5 | 25
OCCCCCCCCCO | 1 | 5 | -6 | -40 | 10 | 22
COC(=O)c1ccc2c(c1)CC1(C2)Cc2cc3c(cc2C1=O)CCC3 (centres undefined) | 0 | 14 | -38 | -5 | -3 | -3

(continued)
SMILES | sgs1 mgt1 | yeast bub3 | mec2-1 | mlh1 rad18 | yeast rad50 | yeast cln2 rad14
CC1=CC(N)C2CC1C2(C)C (centres undefined) | -29 | -2 | -17 | -2 | -9 | -38
Cn1ccnc1CCc1ccc(F)cc1F | -3 | -2 | -21 | -22 | -37 | 0
CC(C)N1CCN(c2ccncc2S(=O)(=O)N2CCCC2)CC1 | -5 | 1 | 5 | 8 | 3 | -34
CNC(C)C#N (centres undefined) | -12 | 1 | -12 | -12 | -18 | -20
Oc1c(Br)cc(CN(Cc2cc(Br)c(O)c(Br)c2)C2CCCCC2)cc1Br | -21 | -23 | -6 | 5 | -3 | -16
CC(=O)c1ccc(NC(=O)C(=O)C(C#N)CC(C)(C)C=O)cc1 (centres undefined) | 3 | 19 | 11 | 24 | 29 | 20
O=C1C2C(C(=O)N1c1ccccc1)C1(c3ccccc3)CCC2(C(=O)c2ccccc2)O1 (centres undefined) | 40 | 9 | -14 | 23 | 56 | -16
CCc1c(C)c(C#N)c(=S)n(C2OC(COC(C)=O)C(OC(C)=O)C(OC(C)=O)C2OC(C)=O)c1-c1ccccc1 (centres undefined) | 38 | 11 | 13 | 14 | 3 | 8
CCOC(=O)C1=C(c2ccccc2)OC(N)=C(C#N)C1c1ccccc1Cl (centres undefined) | 25 | 40 | 19 | 52 | 28 | -21
O=C1c2ccc3c4c(ccc(c24)C1(c1ccccc1)c1ccccc1)CC3 | -22 | 0 | -20 | -5 | -3 | 26
COC[C@@H](Cc1ccc(OC)c(OC)c1)[C@@H](COC)Cc1ccc(OC)c(OC)c1 | 0 | 18 | -9 | 9 | 6 | 17
O=C(/C(=C\c1ccccc1)c1ccccc1)c1ccccc1 | 26 | 28 | 33 | 21 | 25 | -75
O=C(CSc1nnc(-c2ccc(N=Cc3ccc(Cl)cc3)cc2)o1)Nc1cccc(Cl)c1 | 8 | -6 | -12 | 20 | 14 | -54
CSC(SC)=C(C(=O)c1ccc(Cl)cc1)n1c(=O)sc2cc(Br)ccc21 | 6 | 13 | 2 | -20 | -19 | 0
Brc1cc(Br)c(-c2c(Br)cc(Br)cc2Br)c(Br)c1 | -16 | -8 | -30 | -16 | -21 | 4
Cc1nc(-c2nc(C)c(C(=O)NN(C)C)s2)sc1C(=O)NN(C)C | 23 | 3 | -8 | 22 | 28 | 24
Cc1ccc(-c2cc(=O)c(=O)[nH][nH]2)cc1 | -12 | -14 | 22 | 27 | -12 | 5
CCCCC(CC)CCC(C)OC=O (centres undefined) | -27 | -28 | -3 | -4 | 0 | -67
CC(=O)CC(C)(C)NC(=S)Nc1ccc([N+](=O)[O-])cc1 | 20 | 8 | 4 | -6 | -4 | -54
CC1NC(=O)C2=C1C(N)=NC(=O)C2 (centres undefined) | -3 | -27 | 4 | 20 | 1 | 13
CCOc1cc(/C=N\NC(=S)N/N=C/c2ccc(O)c(OCC)c2)ccc1O | -4 | -7 | -1 | 30 | -15 | 2
CC12NC(=O)NC1(C)NC(=O)N2 (centres undefined) | -36 | -30 | -6 | 12 | -9 | -39
C=C1CC2(OC1=O)C(=O)N(C)c1ccc(I)cc12 (centres undefined) | 92* | 92* | 93* | 91* | 91* | 90*
Nc1ccc(S(=O)(=O)NCC2CCCCO2)cc1 (centres undefined) | -12 | -4 | -2 | 13 | -10 | -29
COc1ccc2c(c1)CCC1=C2CC2C(=O)C1(C)CCC2(C)OC(C)=O (centres undefined) | -1 | 10 | -11 | -14 | -4 | -40

Entries of single compounds, quoted from the list:
O=C(CSc1nnc(-c2ccc(N=Cc3ccc(Cl)cc3)cc2)o1)Nc1cccc(Cl)c1 is listed with sgs1 mgt1 = 8; yeast bub3 = -6; mec2-1 = -12; mlh1 rad18 = 20; yeast rad50 = 14; yeast cln2 rad14 = -54
CCc1c(C)c(C#N)c(=S)n(C2OC(COC(C)=O)C(OC(C)=O)C(OC(C)=O)C2OC(C)=O)c1-c1ccccc1 (centres undefined) is listed with sgs1 mgt1 = 38; yeast bub3 = 11; mec2-1 = 13; mlh1 rad18 = 14; yeast rad50 = 3; yeast cln2 rad14 = 8

An excerpt of these results, with two lines to a compound:
The line under a structure holds: sgs1 mgt1	yeast bub3	mec2-1	mlh1 rad18	yeast rad50	yeast cln2 rad14
CCc1c(C)c(C#N)c(=S)n(C2OC(COC(C)=O)C(OC(C)=O)C(OC(C)=O)C2OC(C)=O)c1-c1ccccc1 (centres undefined)
    38	11	13	14	3	8
CCOC(=O)C1=C(c2ccccc2)OC(N)=C(C#N)C1c1ccccc1Cl (centres undefined)
    25	40	19	52	28	-21
O=C1c2ccc3c4c(ccc(c24)C1(c1ccccc1)c1ccccc1)CC3
    -22	0	-20	-5	-3	26
COC[C@@H](Cc1ccc(OC)c(OC)c1)[C@@H](COC)Cc1ccc(OC)c(OC)c1
    0	18	-9	9	6	17
O=C(/C(=C\c1ccccc1)c1ccccc1)c1ccccc1
    26	28	33	21	25	-75
O=C(CSc1nnc(-c2ccc(N=Cc3ccc(Cl)cc3)cc2)o1)Nc1cccc(Cl)c1
    8	-6	-12	20	14	-54
CSC(SC)=C(C(=O)c1ccc(Cl)cc1)n1c(=O)sc2cc(Br)ccc21
    6	13	2	-20	-19	0

(continued)
SMILES | sgs1 mgt1 | yeast bub3 | mec2-1 | mlh1 rad18 | yeast rad50 | yeast cln2 rad14
COc1ccc(/C=C2/CN(c3ccc(C(=O)O)cc3)C(=O)C2=O)cc1 | 8 | 6 | -14 | -11 | -10 | -13
Cc1ccc(S(=O)(=O)/C(C#N)=C\NC(=S)N=Nc2c(O)[nH]c3ccccc23)cc1 | -27 | 1 | -7 | -10 | 13 | 11
O=c1cc(-c2ccccc2)oc2cc(O)cc(O)c12 | -2 | 32 | 18 | 24 | 23 | -99
Cc1ccc(C2CCCCC2OS(=O)(=O)c2ccc(C)cc2)cc1 (centres undefined) | -2 | 12 | -8 | 0 | 11 | 10
Brc1ccc(Br)s1 | -20 | 8 | 0 | 0 | -11 | -38
CC(=O)OC(C(=O)Nc1ccc(Br)cc1)c1ccccc1 (centres undefined) | -5 | 12 | -4 | -7 | 5 | -36
CCC1CN2CCc3cc(OC)c(OC)cc3C2CC1CC1c2cc(OC)c(OC)cc2CCN1C(=O)C1CCCN1 (centres undefined) | 12 | 8 | -1 | -3 | -1 | 7
O=C(c1cc(Br)c(O)c(Br)c1)c1ccccc1C(=O)c1cc(Br)c(O)c(Br)c1 | -7 | -6 | 11 | -12 | 10 | -36
COc1ccc(C2(C(OC)OC)NC(=O)N(Cc3ccccc3)C2=O)cc1 (centres undefined) | -4 | -12 | -11 | -10 | 3 | -49
CC(=N/O)/C(C)=C/c1ccccc1 | 1 | 6 | 7 | 3 | 10 | 8
O=C(NCCCCCCNC(=O)Nc1cccc(C(F)(F)F)c1)Nc1cccc(C(F)(F)F)c1 | -4 | 2 | -14 | 9 | -10 | -19
Nc1ccccc1N=Cc1cc(F)ccc1[N+](=O)[O-] | 28 | 4 | 4 | 1 | 0 | -49
BrCC(Br)C(Br)CBr (centres undefined) | 6 | -1 | 7 | 12 | 13 | 2
Cc1ccccc1N1C(=O)/C(=C/c2ccc(N(CCC#N)CCC#N)cc2)N=C1c1cc([N+](=O)[O-])ccc1Cl | 26 | -2 | 2 | 6 | 5 | 7
Nc1ccc(-c2nc3ccc(N)cc3[nH]2)cc1 | -18 | -4 | -18 | -18 | -17 | 6
Cc1ccc(S(=O)(=O)OC(c2ccccc2)c2ccccc2)cc1 | 0 | 0 | -11 | -29 | -7 | -17
CN(C)CC(C)(C)C(=O)/C=C/c1ccccc1 | -7 | -27 | 1 | 12 | 6 | 13
Cc1ccc(C(=N)c2ccccc2Cc2cccc3ccccc23)c2ccccc12 | -30 | -34 | -22 | -16 | 12 | -37
CS(=O)(=O)OCc1nnn(-c2ccccc2)c1COS(C)(=O)=O | -4 | 12 | -9 | -12 | 7 | -40
CCOc1ccc(/C(C=O)=C(\Cl)c2ccc(OC)cc2)cc1 | 42 | 15 | 7 | 53 | 33 | -30
CC1=CC(=O)C(C(C)C)=CC1=Nc1ccc(N(C)C)cc1 | -12 | 42 | -26 | -12 | -25 | -33

By substructure, those above containing a nitro group on carbon (four)
SMILES | sgs1 mgt1 | yeast bub3 | mec2-1 | mlh1 rad18 | yeast rad50 | yeast cln2 rad14
CC(C)(C)/C=N/Nc1ccc([N+](=O)[O-])cc1[N+](=O)[O-] | 0 | 12 | 15 | -13 | 26 | -40
CC(=O)CC(C)(C)NC(=S)Nc1ccc([N+](=O)[O-])cc1 | 20 | 8 | 4 | -6 | -4 | -54
Nc1ccccc1N=Cc1cc(F)ccc1[N+](=O)[O-] | 28 | 4 | 4 | 1 | 0 | -49
Cc1ccccc1N1C(=O)/C(=C/c2ccc(N(CCC#N)CCC#N)cc2)N=C1c1cc([N+](=O)[O-])ccc1Cl | 26 | -2 | 2 | 6 | 5 | 7
